Screening data as filed in PubChem BioAssay.
GAA glycogen mod – qHTS Assay for Inhibitors and Activators of Human alpha-Glucosidase Cleavage of Glycogen. recombinant GAA, glycogen substrate, Amplex Red glucose oxidase fluorescence. Potency, µM (top dose mostly 76.4 µM), for the others: at the top dose activity change, negative = inhibition, usual class: inhibitors. 300,000 tested, 0.38% active; active = well fitted inhibition curve with a large enough effect; inconclusive = small, poorly fitted or top-dose-only effect, or another doubt; inactive = no such curve, though single readings can be large or run the other way;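 note: 0% = full enzyme reaction and -100% = no-enzyme basal signal; the screen sought inhibitors and activators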
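Recombinant human alpha-glucosidase (4 nM final) hydrolysed bovine liver glycogen (30 ug) for 40 min at 37 C in pH 5.0 citrate/phosphate with 0.01% Tween-20. Released glucose detected by glucose oxidase/Amplex Red, Ex 573/Em 610 nm. Compounds up to 77 uM; AC50 from Hill fits.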
Numbers without * were called inactive; ? = inconclusive; & = joins results of further samples; [ ] = dose if it differs, or a comment. Potency is the fitted concentration of half-maximal effect. The list is partial; count on the stated rates, not on these rows.

Sample of the layout, three compounds:
GAA glycogen mod	molecule
-0.1%[76.3 µM]	CN(CC1CCN(CCc2cccc(C(F)(F)F)c2)CC1)C(=O)c1ccccc1
15.1%[76.3 µM]	COc1ccc(CCn2c3c(c(=O)[nH]c2=O)C(NC(=O)c2ccc(Cl)cc2)(C(F)(F)F)C(=O)N3)cc1OC (stereo not given)
-2.3%[76.3 µM]	Nc1nc2nc(-c3ccccc3)cc(C(F)(F)F)c2s1

This part in full, previewed entries included:
GAA glycogen mod	molecule
-0.1%[76.3 µM]	CN(CC1CCN(CCc2cccc(C(F)(F)F)c2)CC1)C(=O)c1ccccc1
15.1%[76.3 µM]	COc1ccc(CCn2c3c(c(=O)[nH]c2=O)C(NC(=O)c2ccc(Cl)cc2)(C(F)(F)F)C(=O)N3)cc1OC (stereo not given)
-2.3%[76.3 µM]	Nc1nc2nc(-c3ccccc3)cc(C(F)(F)F)c2s1
-3.6%	O=C1C2C3CCC(CC3)C2C(=O)N1c1ccccc1 (stereo not given)
6.9%	COC(=O)c1ccccc1-n1c(C)nc(=O)c(-c2ccccc2)c1C
1.6%[76.3 µM]	Cc1ccccc1S(=O)(=O)Cc1ccc(C(=O)NC2CC2)o1
13.7%	O=C(NC1CCCCC1)c1cc(-c2ccc(O)cc2)on1
1.2%	CCc1ccc(NC(=O)C2CCCN(S(=O)(=O)c3cccs3)C2)cc1 (stereo not given)
16.3%[76.3 µM]	O=C(c1ccc(Cl)cc1)n1nc(-c2ccco2)nc1NCc1cccs1
-2.0%[76.3 µM]	COc1ccc(CN2CCC(C(=O)Nc3ccc(Oc4cccnc4)cc3)CC2)cc1
7.8%[76.3 µM]	O=C(N/N=C/c1cc2c(c([N+](=O)[O-])c1)OCO2)c1ccncc1
11.8%[76.3 µM]	Nc1nnnn1/N=C/c1cc(Cl)cc(Cl)c1O
-19.2%[76.3 µM]	CCS(=O)(=O)N1CCc2cc(C(=O)NCc3ccccc3OC)ccc21
21.2%[76.3 µM]	COc1ccc(CNCc2ccncc2)cc1OC
7.6%[76.3 µM]	COc1cccc2cc(C(=O)NCCc3c(C)[nH]c4ccc(F)cc34)c(=O)oc12
-3.4%	Cc1ccc(CNC(=O)CSc2ncn[nH]2)cc1
3.7%	CNC(=O)c1cc(C(=O)c2ccccc2Br)c[nH]1
0.6%[76.3 µM]	COc1ccc(C(C)=O)cc1COC(=O)CCNS(=O)(=O)c1ccc(C(C)=O)cc1
-1.4%[76.3 µM]	Cc1cccc(NC(=O)CCc2ccccc2)c1C
3.4%	COc1ccc(/C=N/NC(=O)CNC(=O)c2ccncc2)cc1
?	CC(C)(C)C1CCc2c(sc(NC(=O)c3cccc(Cl)c3)c2C(=O)NCc2ccco2)C1 (stereo not given)
-7.1%	CC1C=CCC2C(=O)N(c3cccc(C(=O)NCc4ccccc4)c3)C(=O)C12 (stereo not given)
-18.2%[76.3 µM]	Brc1cccc(-c2nn(-c3ccccc3)c3c2cnc2cc4c(cc23)OCO4)c1
-4.5%[76.3 µM]	Cc1cccc(C(C)C)c1NC(=O)c1c(-c2ccccc2)noc1C
-0.9%	CC(=O)Nc1ccc(C(=O)NCCN2CCOCC2)cc1
-1.0%[76.3 µM]	Cc1cc(C)c2oc(-c3cccc(NC(=O)COc4ccc([N+](=O)[O-])cc4)c3)nc2c1
?	Cc1cccc(Nc2c(-c3ccsc3)nc3nc(C)cc(C)n23)c1
-8.4%	O=C(Cc1cccs1)NCc1cccc(C(F)(F)F)c1
1.8%	CSCCC(NC(=O)c1ccccc1Br)C(=O)NCc1ccc(F)cc1 (stereo not given)
-10.2%[76.3 µM]	Cc1cccc(N2CCN(C(=O)c3ccc(CS(=O)c4cccc(Cl)c4)o3)CC2)c1C (stereo not given)
-1.0%[76.3 µM]	Cn1c(=O)c2c(ncn2CC(=O)OCC(=O)c2ccc(F)c(F)c2)n(C)c1=O
-4.4%	Cn1c(CC(=O)Nc2ccccc2F)nnc1SCC(=O)Nc1nncs1
-0.2%[76.3 µM]	CCOC(=O)c1ccccc1NC(=O)C1CSC2(C)CCC(=O)N12 (stereo not given)
1.1%	COc1ccc2[nH]c(C(=O)N3CCN(C)CC3)c(C)c2c1
0.0%	COC(=O)c1cc(Br)cn1S(=O)(=O)c1ccccc1
16.4%[76.3 µM]	O=C(c1ccccc1)N1CCN(CC(O)COc2cccc3ccccc23)CC1 (stereo not given)
7.0%	Clc1ccc(-c2nsc(N3CCOCC3)n2)c(Cl)c1
-3.4%[76.3 µM]	O=C1NC(=Nc2ccccc2Br)SC1(CO)CO
2.6%	CCN(CC(=O)Nc1ccccc1OC)C(=O)CCc1ccccc1
-2.1%	Cn1c(CC(=O)Nc2ccccc2Cl)nnc1SCC(=O)Nc1nncs1
?	Cc1ccc2nc(-c3ccc(N4CCOCC4)cc3)c(Nc3ccccc3C)n2c1
2.4%	Cc1cccn2c(=O)c(/C=C(\C#N)C(=O)NC3CCS(=O)(=O)C3)c(Oc3ccccc3Cl)nc12 (stereo not given)
2.7%[76.3 µM]	COc1ccc(NC(=O)CN(c2ccc(C)cc2)S(=O)(=O)c2cccc3nonc23)cc1OC
1.9%[76.3 µM]	O=C(c1ccoc1)N1CCC2(CCCN(Cc3ccc(F)c(F)c3)C2)C1 (stereo not given)
14.5%[76.3 µM]	O=C(NCCc1ccccc1F)C1CC(O)CN1C(=O)Nc1ccccc1 (stereo not given)
-3.8%	CN(C(=O)Cn1cnc([N+](=O)[O-])n1)C1CCCCC1
-17.4%[76.3 µM]	CCCOc1ccc(CC(=O)NCCc2ccccc2)cc1OC
-0.5%[76.3 µM]	c1ccc(CNc2ccccn2)cc1
4.1%[76.3 µM]	CCOC(=O)c1ccc(N2C(=O)c3n[nH]c(-c4ccco4)c3C2c2ccc(O)c(OCC)c2)cc1 (stereo not given)
5.4%[76.3 µM]	O=C(CCS(=O)(=O)c1cc(Br)cc2c1N(C(=O)C1CC1)CC2)Nc1ccc(F)cc1
0.8%[76.3 µM]	COc1ccc(/C=C/CN2CCC(n3nccc3NC(=O)C3CCCC3)CC2)cc1
-7.5%	CC(=O)C(C(c1ccccc1)c1c[nH]c2ccccc12)[N+](=O)[O-] (stereo not given)
-10.7%[76.3 µM]	Cc1ccc(S(=O)(=O)c2nc(-c3cccs3)oc2N2CCC(C)CC2)cc1
-20.2%[76.3 µM]	COc1ccc(C(C)C)cc1S(=O)(=O)NCCc1c(C)[nH]c2c(Cl)cccc12
15.0%[76.3 µM]	O=C(NCc1ccc(Cl)cc1)C1CCN(C(=O)c2cnn(-c3ccccc3)c2-n2cccc2)CC1
-10.5%[76.3 µM]	COc1cccc(CNC(=O)c2cc(-c3cccs3)nc3ccccc23)c1
-4.2%[76.3 µM]	Cc1cccc(C(C)C)c1NC(=O)c1ccc2c(c1)CCCN2S(C)(=O)=O
7.3%	CC(=O)C1=C(O)C(=O)N(c2ccccn2)C1c1cccc(F)c1 (stereo not given)
13.0%[76.3 µM]	COC(=O)c1cc2oc3ccccc3c2n1CC(=O)Nc1ccc(F)c(Cl)c1
-2.7%[76.3 µM]	O=C(C1CC(=O)N(C2CCCC2)C1)N1CCN(c2ccccc2)CC1 (stereo not given)

Carrying on.
GAA glycogen mod	molecule
-1.5%	COc1ccc(N2CCN(C(=O)c3cc4cc(Cl)ccc4[nH]3)CC2)cc1
18.3%[76.3 µM]	COCC(=O)N1CCc2ccc(NC(=O)c3ccccc3Cl)cc2C1
1.8%	CCc1cc(C(=O)N/N=C/c2ccc(O)cc2)c2ccccc2n1
13.8%[76.3 µM]	Cc1cc(C)c(NC(=O)C2CCCN(C(=O)c3cnn(-c4ccccc4)c3-n3cccc3)C2)c(C)c1 (stereo not given)
-6.5%[76.3 µM]	Cc1ccc(C(O)c2nc3ccccc3n2C)cc1 (stereo not given)
-2.9%	Cc1nnc(NC(=O)CCS(=O)(=O)Cc2ccccc2)s1
-7.5%	Cc1ccc(CNC(=O)CCCc2c[nH]c3ccccc23)cc1
-10.1%[76.3 µM]	COc1ccc(CNC(=O)C2CCN(c3nnc(-n4c(C)ccc4C)s3)CC2)c(OC)c1
4.9%[76.3 µM]	Cc1cc(C)c2c(-n3cccc3)c(C(=O)NCCCN3CCCCC3C)sc2n1 (stereo not given)
12.5%[76.3 µM]	O=C1c2oc3ccccc3c(=O)c2C(c2ccccc2F)N1Cc1ccc2c(c1)OCO2 (stereo not given)
5.7%	Cc1cc(Cl)ccc1OCC(=O)Nc1ccc2oc(=O)ccc2c1
12.0%	O=C(CN(C(=O)CCC(=O)Nc1nccs1)c1cccc(F)c1)NCc1ccc(F)cc1
-11.8%[76.3 µM]	Cc1ccc(C)c(N2CCN(C(=O)CCS(=O)(=O)c3ccc4c(c3)CCN4C(=O)C3CC3)CC2)c1
19.1%[76.3 µM]	O=C(CN1C(=O)/C(=C/c2ccccc2)SC1=S)N1CCN(CCc2ccccn2)CC1
2.0%	O=C1c2ccccc2C(=O)N1COc1ccc(S(=O)(=O)N2CCOCC2)cc1[N+](=O)[O-]
-25.0%[76.3 µM]	S=c1[nH]nc(COc2ccc(Cl)cc2)n1-c1ccccc1
7.3%[76.3 µM]	CCOc1ccc(CCNC(=O)c2ccc(CS(=O)Cc3ccccc3Cl)o2)cc1 (stereo not given)
?	CCN(CC)c1ccc(NS(=O)(=O)c2cn(C)c(=O)n(C)c2=O)c(C)c1
-3.6%	CC[C@@H](C)[C@H](NC(=O)Cc1c(C)c2c(cc(C)c3c(C)coc32)oc1=O)C(=O)O
-20.2%[76.3 µM]	CCC(=O)N1CCc2cc(S(=O)(=O)CCC(=O)N3CCN(c4cc(C)ccc4C)CC3)ccc21
3.4%[76.3 µM]	COc1cc(OC)cc(C(=O)Nc2ccc3oc(-c4cccc5c(Br)cccc45)nc3c2)c1
2.8%	COc1ccc(N2CC(C(=O)N3CCN(C(=O)c4ccco4)CC3)CC2=O)cc1 (stereo not given)
10.0%[76.3 µM]	COc1ccc(NC(=O)c2oc3ccccc3c2NC(=O)Cc2coc3cc(C)ccc23)cc1
-12.0%[76.3 µM]	O=[N+]([O-])c1ccc2c(c1)nnn2-c1ccccc1
-15.2%[76.3 µM]	CCOc1ccc(C2C3=C(CCCC3=O)N(CC(=O)O)C3=C2C(=O)CCC3)cc1
-8.5%[76.3 µM]	COC(=O)c1csc(S(=O)(=O)N2CCOCC2)c1OC
-6.1%[76.3 µM]	COc1ccc(C2=NN(C(=O)CCC(=O)O)C(c3ccc(Br)cc3)C2)cc1 (stereo not given)
0.4%[76.3 µM]	CC1CCN(C(=O)CCNC(=O)c2ccccc2Cl)CC1
0.9%[76.3 µM]	Cc1noc(-c2ccc(N3CCCCC3C)c([N+](=O)[O-])c2)n1 (stereo not given)
0.6%[76.3 µM]	CC(=O)N/C(=C\c1ccccc1)C(=O)OCCCOC(=O)/C(=C/c1ccccc1)NC(C)=O

Quoted from the results shown (2 entries):
GAA glycogen mod	molecule
0.9%[76.3 µM]	Cc1noc(-c2ccc(N3CCCCC3C)c([N+](=O)[O-])c2)n1 (stereo not given)
0.6%[76.3 µM]	CC(=O)N/C(=C\c1ccccc1)C(=O)OCCCOC(=O)/C(=C/c1ccccc1)NC(C)=O

Continuation:
GAA glycogen mod	molecule
-3.3%&-21.1%[76.3 µM]	COc1cccc(-c2nc(CS(=O)(=O)CC(=O)Nc3cccc(C(C)=O)c3)c(C)o2)c1
0.5%[76.3 µM]	O=C(CN(C(=O)c1ccccc1)N1C(=O)CCC1=O)c1cccs1
-0.3%[76.3 µM]	Cc1ccc(NC(=O)C2C3C=CC4(O3)C2C(=O)N(CCN2CCOCC2)C4C(=O)NC2CCCCC2)cc1C (stereo not given)
1.3%[76.3 µM]	CCS(=O)(=O)N1CCc2cc(C(=O)NCCc3ccc(OC)cc3)ccc21
5.5%	COC(=O)Cn1cnc2c(nnn2-c2ccc(OC)cc2)c1=O
-10.8%[76.3 µM]	O=C(Nc1ccc(F)cc1)[C@H](Cc1ccccc1)N1Cc2ccccc2C1=O
?	COc1ccc(Cl)cc1NC(=O)Cn1c(=O)n2nc(-c3ccccc3)nc2c2ccccc21
-9.0%	COc1ccc(N(C(=O)c2cnccn2)C(C(=O)NC2CCCCC2)c2ccccc2)cc1 (stereo not given)
2.1%	COc1ccccc1N(CC(=O)NCCN1CCOCC1)S(=O)(=O)c1ccccc1
-7.5%[76.3 µM]	Cc1ccc(C(=O)CSc2nc(N)cc(=O)[nH]2)cc1C
0.4%	O=C(NCc1ccccc1)C12CC3CC(CC(Br)(C3)C1)C2
12.0%[76.3 µM]	Cc1ccccc1NC(=O)Cn1c(=O)n(CCCCC(=O)NCc2ccccc2Cl)c(=O)c2ccccc21
-6.5%	O=C(Nc1ccc(S(=O)(=O)Nc2nccs2)cc1)c1ccc(F)cc1
-2.0%	CCOc1ccc(S(=O)(=O)N(C)CC(=O)NCCN2CCOCC2)cc1
6.0%[76.3 µM]	CC(C)c1ccc(NC(=O)C(Cc2ccccc2)n2cccc2)cc1 (stereo not given)
4.5%	CCC(NC(=O)c1oc2ccccc2c1COC)c1ccc(OC)cc1 (stereo not given)
-2.0%	CCOC(=O)C1CCCN(CC(=O)c2ccc(F)cc2)C1 (stereo not given)

Look-ups from above.
`CCN(CC(=O)Nc1ccccc1OC)C(=O)CCc1ccccc1` – GAA glycogen mod: 2.6%
`Cc1ccccc1NC(=O)Cn1c(=O)n(CCCCC(=O)NCc2ccccc2Cl)c(=O)c2ccccc21` – GAA glycogen mod: 12.0%[76.3 µM]
`COc1cc(OC)cc(C(=O)Nc2ccc3oc(-c4cccc5c(Br)cccc45)nc3c2)c1` – GAA glycogen mod: 3.4%[76.3 µM]
`Cc1ccc(CNC(=O)CSc2ncn[nH]2)cc1` – GAA glycogen mod: -3.4%
`Brc1cccc(-c2nn(-c3ccccc3)c3c2cnc2cc4c(cc23)OCO4)c1` – GAA glycogen mod: -18.2%[76.3 µM]
